Bioassay records as filed in PubChem.
KLK7 zymogen act: proKLK7 (human) activation, primary screen | activation, % at 7 µM | P49862 | purified proKLK7, EDANS-DABCYL substrate fluorescence; 100% is mature enzyme control, 0% vehicle | 370,000 tested, 0.9% active | AID 652039;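 active = activation above the mean of all tested compounds plus 3 SD, computed per campaign excluding outliers beyond control limits, cut at about 13% in these data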
PRMT1 FP inh: blocks human protein arginine methyltransferase 1; Q99873; recombinant PRMT1, activity-based probe fluorescence polarization; inhibition, % at 2.79 µM; 370,000 tested, 1.3% active;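 active = inhibition above about 21% made by adding two undisclosed values, limit read from the data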
Target sequence (Q99873 whole entry, looked up): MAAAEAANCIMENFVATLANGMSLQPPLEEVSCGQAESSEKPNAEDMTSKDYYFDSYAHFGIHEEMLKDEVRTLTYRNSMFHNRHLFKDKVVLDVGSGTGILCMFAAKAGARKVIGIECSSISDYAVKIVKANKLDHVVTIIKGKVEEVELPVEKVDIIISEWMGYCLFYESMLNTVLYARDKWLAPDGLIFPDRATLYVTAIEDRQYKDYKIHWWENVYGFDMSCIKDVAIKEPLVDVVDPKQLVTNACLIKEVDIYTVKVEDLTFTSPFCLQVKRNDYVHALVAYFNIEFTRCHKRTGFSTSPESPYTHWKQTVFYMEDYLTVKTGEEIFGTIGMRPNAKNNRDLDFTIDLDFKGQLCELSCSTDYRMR
TCR CD3 inh: blocks the human TCR-CD3 interaction; inhibition, % at 9.4 µM; AID 651800; TAMRA-labeled TCR probe fluorescence, biochemical; 360,000 tested, 0.37% active; in the data active = inhibition above about 19%;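 also: recombinant mutant TCR 2C K166C tagged with TAMRA read by polarization; 0% = receptor in buffer alone and 100% = receptor with positive control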
TDP2 absorb: TDP2 (human) inhibition, absorbance primary screen | AID 720702 | O95551 | recombinant TDP2, T5PNP hydrolysis, p-nitrophenol absorbance 415 nm | inhibition, % at 12.8 µM | 370,000 tested, 0.34% active;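 active = inhibition above the mean of all tested compounds plus 3 SD, set per campaign, cut at about 25% in these data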;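 also: 0% = DMSO with enzyme and 100% = buffer with substrate but no TDP2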
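Assay system: Recombinant human TDP2 | Quantity: 120 nM TDP2 per well | Incubation: 2 h at 37 °C | Signal: Epi absorbance | Evaluation: Percent inhibition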
DDE Tn7 FP inh: DD(E)-Tn7 binding inhibition, primary FP screen; inhibition, % at 8.3 µM; AID 720508; P02675; 370,000 tested, 0.13% active; FP displacement of FITC-Tn7 peptide from fibrin DD(E); 0% = median of compound wells per plate;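 active = inhibition above the mean of compounds falling within the control limits plus 3 SD of them, cut at about 14% in these data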;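 also: 0% = plate median of compound wells and 100% = 10 µM Aha-Tn7 peptide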
Target sequence (P02675 whole entry, looked up): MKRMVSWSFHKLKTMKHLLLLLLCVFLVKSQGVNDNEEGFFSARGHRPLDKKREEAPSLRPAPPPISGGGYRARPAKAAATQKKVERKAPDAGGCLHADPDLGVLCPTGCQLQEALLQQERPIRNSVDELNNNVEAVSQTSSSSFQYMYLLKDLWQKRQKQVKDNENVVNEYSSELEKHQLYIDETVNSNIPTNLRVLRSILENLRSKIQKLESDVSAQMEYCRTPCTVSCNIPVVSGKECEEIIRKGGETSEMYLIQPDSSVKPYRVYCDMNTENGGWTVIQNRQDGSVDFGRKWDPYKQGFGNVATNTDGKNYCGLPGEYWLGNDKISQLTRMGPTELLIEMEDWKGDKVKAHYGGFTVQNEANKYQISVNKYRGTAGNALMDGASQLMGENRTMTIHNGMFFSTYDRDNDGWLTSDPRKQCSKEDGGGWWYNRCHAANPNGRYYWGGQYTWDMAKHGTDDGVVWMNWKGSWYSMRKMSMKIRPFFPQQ
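Assay system: Human fibrin DD(E) protein | Medium: Tris buffer with calcium and detergent, pH 7.8 | Reagent: 0.1 µM fluorescent Tn7 | Compound dosing: Single point at 8.3 µM | Times: 10 min preincubation, 3 h with tracer, room temperature | Detection: Fluorescence polarization of the labelled Tn7 tracer | Controls: Aha-Tn7 high control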
SIAE inh: blocks human sialic acid acetylesterase | 370,000 tested, 0.69% active | AID 1053197 | Q9HAT2 | inhibition, % at 9.66 µM | SIAE FP-Rh probe binding, fluorescence polarization;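 active = inhibition above a cutoff: mean of compounds within the control limits plus 3 SD of those, cut at about 17% in these data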;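 also: 0% = plate median of compound wells and 100% = probe without SIAE protein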
MBD2 DNA inh: inhibitors of human MBD2 binding to methylated oligonucleotide; 370,000 tested, 0.31% active; TR-FRET; AID 686964; inhibition, % at 4.4 µM; Q9UBB5; in the data active = inhibition above about 13%
LEDGF integ inh: blocks HIV-1 LEDGF/p75-dependent DNA integration. TR-FRET IN-LEDGF/p75 DNA integration, Eu/Cy5. inhibition, % at 3.7 µM. 370,000 tested, 0.64% active;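 active = inhibition above the screen-wide mean plus 3 SD, cut at about 13% in these data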;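 also: signal is the Cy5 over europium emission ratio at 671 and 618 nm; 0% = plate median of compound wells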
DDE Tn6 FP inh: inhibitors of Tn6 peptide binding to human fibrin DD(E); 370,000 tested, 0.21% active; AID 720509; Fibrin DD(E) TRITC-Tn6 fluorescence polarization displacement; P02675; inhibition, % at 8.3 µM;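 active = inhibition above a per-campaign cutoff: mean of compounds within control limits plus 3 SD, cut at about 15% in these data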;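 also: 0% = median of all compound wells on the plate and 100% = blocking peptide control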
UHRF1 MBD2 ctr: UHRF1 methyl-DNA binding inhibition. Q96T88. UHRF1 binding to methylated oligo, TR-FRET. inhibition, % at 4.4 µM. 370,000 tested, 0.75% active. AID 687016; in the data active = inhibition above about 21%;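 also: UHRF1 SRA domain binding a hemimethylated CpG hairpin DNA probe; 0% = median of test compound wells and 100% = reference inhibitor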
Numbers without * were called inactive; / = no result given.

SMILES | KLK7 zymogen act | PRMT1 FP inh | TCR CD3 inh | TDP2 absorb | DDE Tn7 FP inh | SIAE inh | MBD2 DNA inh | LEDGF integ inh | DDE Tn6 FP inh | UHRF1 MBD2 ctr
CCCN(CC(=O)Nc1ccccc1OC)Cc1c(O)ccc2ccccc12 | -0.8 | 5 | 10 | 1 | 1 | 4 | -2 | -1 | -1 | 0
CC(=O)N/C(=C\c1ccccc1)C(=O)OCC(=O)N(C)C1CCS(=O)(=O)C1 (stereo not drawn) | 1.0 | -7 | -1 | 4 | -8 | -2 | -6 | 3 | -2 | -1
Cc1ccc(Cn2cccc(NC(=O)c3ccco3)c2=O)cc1 | 0.1 | -1 | 1 | 5 | -7 | -5 | 3 | 1 | 0 | 10
O=C1OCCC1Sc1nnc(-c2ccco2)n1-c1ccccc1 (stereo not drawn) | 0.2 | 0 | 8 | -12 | 8 | -2 | 0 | -3 | 13 | -1
CCOc1ccc(C(C)NC(=S)NC2CCCCC2)cc1OCC (stereo not drawn) | 0.6 | -11 | 5 | -8 | 0 | -3 | 1 | 2 | 4 | -1
O=c1ccc(-c2ccccc2)no1 | -0.6 | -2 | -3 | 11 | 2 | -8 | 5 | 3 | -5 | -5
CN(C)/C=N/C(=S)Nc1ccccc1Cl | 0.6 | -2 | 1 | -3 | 8 | 9 | 0 | -2 | 7 | -1
CCN(c1ccccc1)S(=O)(=O)c1cc(C(=O)OCC(=O)c2c(N)n(C)c(=O)n(C)c2=O)ccc1C | 0.4 | 4 | 7 | -5 | -2 | -1 | 12 | 1 | -9 | 32*
COc1ccc(-c2cc(-c3nnc(COC(=O)CC4CCCC4)o3)c3ccccc3n2)cc1OC | -1.9 | 0 | 3 | 0 | 0 | -12 | -5 | -1 | 4 | 1
CCn1c2ccccc2c2cc(NC(=S)N3CCOCC3)ccc21 | 0.1 | 1 | -2 | 0 | -1 | 9 | -3 | -2 | 2 | 0
O=C(Cc1ccc([N+](=O)[O-])cc1)N/N=C/c1ccco1 | 0.2 | 1 | 9 | -9 | 7 | -2 | -4 | -3 | -3 | -1
Cn1c2c(c(=O)n(C)c1=O)C(c1cccc([N+](=O)[O-])c1)Nc1ccccc1O2 (stereo not drawn) | 0.3 | 0 | 4 | 3 | -2 | 5 | -2 | 0 | 2 | 0
COc1ccc(OCC(=O)Nc2ccc3c(c2)nc(CCN2CCN(C)CC2)n3C)cc1 | 0.8 | 1 | -4 | 7 | -2 | 0 | 4 | -2 | -4 | -1
CC(C)C[C@H]1COc2cc(N3CCSCC3)ccc2S(=O)(=O)N1 | 0.2 | -4 | 6 | -6 | -3 | 3 | -7 | 0 | -1 | -3
CCOC(=O)c1c(NC(=O)CSc2nnc(Cc3ccccc3)o2)sc(C)c1C | -0.4 | 1 | 2 | -2 | -6 | 2 | -1 | 3 | -6 | -2
Cc1ccsc1/C=N/NC(=O)c1ccncc1 | 0.3 | -3 | 8 | 1 | -4 | 3 | 3 | 6 | -4 | -2
COc1ccc(S(=O)(=O)Nc2ccc(Oc3ccsc3C(=O)O)cc2)cc1 | -0.3 | -1 | -6 | 19 | -5 | -4 | -1 | 0 | -2 | -2
Cc1nc2cc(NC(=O)NCc3ccco3)ccc2o1 | 0.1 | 2 | 4 | 12 | 3 | 8 | -1 | -2 | 5 | -1
CCOc1ccc(N2CC(O)(c3ccc(F)cc3)[N+]3=C2CCCC3)cc1 (stereo not drawn) | -1.0 | 2 | 0 | 2 | -7 | 2 | 5 | 0 | 0 | 4
COC(=O)c1cccc(NC(=S)NCc2ccc(Cl)cc2)c1 | -0.7 | 1 | 4 | 1 | 3 | -9 | -3 | 0 | 1 | -1
COc1ccccc1CCNC(=O)CNC(=O)Cc1cccc2ccccc12 | 0.4 | -5 | 1 | -11 | -8 | -6 | 4 | 1 | 0 | 3
Cc1ccc(NC(=O)C2CCCN(c3nnc(-n4cccc4)s3)C2)c(C)c1 (stereo not drawn) | 0.1 | 1 | / | 7 | -2 | -4 | 1 | -1 | 8 | 0
Cc1ccc(CNC(=O)CSCC(=O)O)cc1 | -0.3 | 3 | -7 | -3 | 2 | -2 | 0 | 0 | -2 | 0
CCc1cc(C(=O)N(CC)CC(=O)Nc2c(F)cccc2F)sc1C | -0.1 | -3 | -8 | -13 | 0 | 1 | 3 | 4 | 5 | 4
COc1ccccc1CNC(=O)COC(=O)/C=C/c1ccc(OC(F)F)c(OC)c1 | 0.6 | -1 | -7 | -9 | -3 | 2 | -1 | -7 | 13 | 2
CCN(CC)c1ccc(C(=O)OCC(=O)N(C)Cc2ccccc2)cc1 | 0.1 | -1 | 1 | -7 | -2 | 4 | 0 | -1 | -4 | 2
CCOC(=O)c1ccc(Oc2nc(NC)nc(OC)n2)cc1 | 0.0 | -2 | 2 | -7 | 0 | -2 | 1 | 8 | 2 | 5
COc1ccc(C2Nc3ccccc3C(=O)N2c2ccc(F)cc2)cc1CSc1ccccn1 (stereo not drawn) | -2.0 | 2 | 0 | 8 | 1 | 1 | 0 | -1 | -4 | 2
Cn1c(=O)c2c(c3ccccc31)OC(=O)CC2c1cccnc1 (stereo not drawn) | 0.4 | 0 | 4 | -13 | 4 | -2 | 0 | 3 | -3 | 0
CNC(=O)C1Cc2ccccc2CN1S(=O)(=O)c1ccc(OC)c(OC)c1 (stereo not drawn) | 0.6 | -2 | 7 | -7 | 0 | 3 | -2 | 0 | 1 | -1
CCOc1ccccc1N(CC(=O)N1CCN(Cc2ccccc2)CC1)S(=O)(=O)c1ccccc1 | 0.2 | -1 | 0 | 4 | 6 | 11 | 4 | 2 | -6 | -2
Cc1cccc(-n2c(CCN3C(=O)c4ccccc4C3=O)nc3ccccc3c2=O)n1 | 0.3 | -2 | -1 | 7 | -3 | 5 | -1 | 1 | 1 | 1
CNc1nc(-c2ccccc2)nc(-c2ccccc2)c1C#N | -0.1 | 3 | 2 | -12 | 4 | -3 | -1 | -3 | -8 | 10
O=C(NCCS(=O)(=O)c1ccc(Br)cc1)c1ccccc1 | -0.7 | 2 | 0 | -1 | 6 | 0 | -2 | -2 | 6 | 1
Clc1ccc2nc3c4ccccc4cnn3c2c1 | 1.4 | 0 | 4 | 1 | 2 | -6 | -4 | 2 | 5 | -6
O=C1CCCN2N=C(SCC(=O)Nc3ccc(OC(F)(F)F)cc3)SC2=N1 | -0.8 | -3 | 1 | 7 | -4 | -2 | -5 | -1 | 0 | 0
Cc1cc(NC(=O)CSc2nc3ccccc3c(=O)n2CCCC(=O)NCc2ccco2)n[nH]1 | -0.4 | -2 | 0 | 0 | -4 | 3 | 0 | 6 | -5 | 3
CCC(=O)Nc1ccc(-c2nnc(SCC(=O)Nc3nccs3)n2C)cc1 | 0.0 | 5 | -6 | -10 | 2 | 4 | 7 | -1 | -11 | 6
CCC(C)(C)n1nnnc1C(c1cc2cc(OC)ccc2[nH]c1=O)N1CCc2ccccc21 (stereo not drawn) | 3.6 | 6 | -5 | 1 | 3 | -6 | 5 | 10 | -5 | 6
CCOC(=O)C(Cc1ccc(Cl)cc1Cl)c1ccno1 (stereo not drawn) | -0.2 | -9 | 2 | -15 | -4 | 0 | 3 | 7 | -5 | 5

Complete entries from above.
Cc1cc(NC(=O)CSc2nc3ccccc3c(=O)n2CCCC(=O)NCc2ccco2)n[nH]1 reads KLK7 zymogen act = -0.4; PRMT1 FP inh = -2; TCR CD3 inh = 0; TDP2 absorb = 0; DDE Tn7 FP inh = -4; SIAE inh = 3; MBD2 DNA inh = 0; LEDGF integ inh = 6; DDE Tn6 FP inh = -5; UHRF1 MBD2 ctr = 3
CCOC(=O)C(Cc1ccc(Cl)cc1Cl)c1ccno1 (stereo not drawn) reads KLK7 zymogen act = -0.2; PRMT1 FP inh = -9; TCR CD3 inh = 2; TDP2 absorb = -15; DDE Tn7 FP inh = -4; SIAE inh = 0; MBD2 DNA inh = 3; LEDGF integ inh = 7; DDE Tn6 FP inh = -5; UHRF1 MBD2 ctr = 5

Further compounds
SMILES | KLK7 zymogen act | PRMT1 FP inh | TCR CD3 inh | TDP2 absorb | DDE Tn7 FP inh | SIAE inh | MBD2 DNA inh | LEDGF integ inh | DDE Tn6 FP inh | UHRF1 MBD2 ctr
O=C(c1ccc(OC2CCN(Cc3cccc(OCCO)c3)CC2)cc1)N1CCCC1 | -0.1 | -1 | 2 | -5 | 0 | -6 | -2 | -1 | 2 | 1
Cc1ccc(S(=O)(=O)NCCC2=CCCCC2)cc1 | 0.3 | 1 | 7 | 2 | 4 | -2 | 1 | -3 | 2 | 0
Cc1cn(C2CCCCC2)c(=O)[nH]c1=O | -0.7 | 1 | 0 | -6 | 7 | 3 | 3 | -3 | 4 | 2
COc1ccc(S(=O)(=O)N2CCOC23CCN(S(=O)(=O)c2ccc(Cl)cc2)CC3)cc1 | 0.2 | 4 | -2 | -7 | -5 | 0 | 0 | -6 | 12 | 3
CCOc1ccc(Br)cc1S(=O)(=O)Nc1ccc(C(=O)OCC(=O)N(C)c2ccccc2)cc1 | 0.7 | 2 | 2 | 6 | -2 | 0 | 1 | -1 | 2 | 4
CC(C)COc1ccc(-c2nn(-c3ccccc3)cc2CO)cc1 | 0.2 | -2 | 1 | 7 | 4 | -9 | 2 | 3 | 0 | -2
O=C(C(=O)N1CCC(CNS(=O)(=O)c2cc(C(F)(F)F)cc(C(F)(F)F)c2)CC1)c1cccs1 | -0.6 | 4 | -6 | 2 | 8 | 3 | 5 | -3 | 0 | 0
CCOc1ccc(C(=O)/C=C/c2ccc(SC)cc2)cc1 | -12 | 0 | -1 | 7 | 3 | -7 | -3 | 3 | -11 | -2
O=C(ON=C1CCN(S(=O)(=O)c2ccccc2)CC1)c1cccc(Cl)c1 | -0.4 | -4 | -3 | -5 | 0 | 2 | -5 | 0 | -1 | 1
CCc1cccc(C)c1NC(=O)CN1C(=O)NC(Cc2ccccc2)C1=O (stereo not drawn) | 0.4 | 2 | -7 | 6 | 6 | -2 | 4 | -3 | -2 | 0
Cc1c(Cl)cccc1NC(=S)NN | -0.3 | 2 | 1 | -1 | -3 | 13 | -4 | -1 | 0 | -1
Cc1cccc(NC(=O)CN2C(=O)N/C(=C\c3ccccc3OCc3ccc(C(=O)O)cc3)C2=O)c1 | 0.8 | -1 | 1 | -17 | -1 | -10 | 3 | 17* | -4 | 1
O=C(NNC(=S)NCc1ccc(Cl)cc1)c1ccc(Br)o1 | -0.8 | 7 | -5 | -3 | 4 | -4 | 1 | -4 | 3 | 1
COc1ccccc1NS(=O)(=O)c1cc(NC(=O)Nc2ccccc2)ccc1N1CCCCC1 | -0.4 | 8 | 4 | -13 | -2 | -70 | 2 | 1 | -12 | 7
CCOC(=O)N1CCN(C(=O)CSc2nnc(-c3cccc(Cl)c3)o2)CC1 | 0.4 | 4 | -7 | 3 | -4 | 0 | -4 | 4 | -1 | 0
COC(=O)c1c(C#N)c(N)nc2c1CCC2 | -15 | -4 | 6 | -5 | 0 | 1 | -3 | -3 | -6 | -4
